Yeast lifespan up – extends the lifespan of yeast; S. cerevisiae growth with nicotinamide, OD615; deaD strain in restrictive glucose medium; inhibition of the nicotinamide effect, % at 10 µM; hit rate 0.68% among 130,000; AID 775;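 active = inhibition above a set limit, placed 3 SD over the median of all compounds, cut at about 26% in these data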;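 note: 0% = nicotinamide-treated wells and 100% = cells grown without nicotinamide; some compounds called inactive have numbers as strong as hits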
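Test system: DeaD-strain S. cerevisiae / Buffer or medium: restrictive glucose medium / Also added: nicotinamide 1.5 mM / Doses: one concentration, 10 µM, DMSO 0.25% / Schedule: 48 h at 30 °C / Signal: OD615 measurement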
HCT116 PTEN-null – growth suppressors of cells with PTEN tumor suppressor deletion | HCT116 PTEN-null viability, CellTiter-Glo, 60 h; hits give low values | viability, % at 10 µM | hit rate 1.2% among 140,000;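 active = viability at or below a set limit, 4 SD under the median of all tested compounds, cut at about 3.7% in these data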;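 note: PTEN knockout HCT116 line with beta catenin targeted HCT116 as companion control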
E-sel TNF inh – blocks E-selectin expression induced by TNF alpha; hit rate 0.71% among 120,000; HUVEC TNFa-induced E-selectin immunofluorescence, high content; inhibition, % at 2 µM;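 active = inhibition above the batch mean plus 3 SD, and confirmed as a hit on visual image review, cut at about 43% in these data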;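 note: 0% = TNF-stimulated DMSO wells and 100% = unstimulated control wells; not every result past the cut was called active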
NPY-Y2 antag – blocks the human neuropeptide Y Y2 receptor; P49146; hit rate 0.99% among 140,000; AID 793; inhibition, % at 2.7 µM; NPY-Y2 expressing cells, antagonist mode; in the data active = inhibition above about 17%;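 note: 0% = vehicle with agonist challenge and 100% = reference antagonist with challenge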
Target sequence (P49146 whole entry, looked up): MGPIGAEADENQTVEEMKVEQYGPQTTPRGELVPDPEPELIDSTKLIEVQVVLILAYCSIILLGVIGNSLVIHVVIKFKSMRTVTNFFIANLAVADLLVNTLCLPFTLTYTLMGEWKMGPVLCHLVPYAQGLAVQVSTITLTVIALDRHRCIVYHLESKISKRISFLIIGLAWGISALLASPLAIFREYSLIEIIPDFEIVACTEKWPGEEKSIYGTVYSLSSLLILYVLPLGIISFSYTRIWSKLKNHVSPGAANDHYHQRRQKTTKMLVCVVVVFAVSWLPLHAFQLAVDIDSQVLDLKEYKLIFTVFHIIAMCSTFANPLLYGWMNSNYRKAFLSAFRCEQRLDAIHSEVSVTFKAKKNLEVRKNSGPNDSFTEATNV
Yeast growth inh – chemicals that inhibit yeast BB579 growth in restrictive medium (lifespan-shortening candidates); hit rate 0.51% among 140,000; AID 804; S. cerevisiae BB579 growth, OD615, 48 h; inhibition, % at 10 µM;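 active = inhibition above a set limit, 3 SD over the mean compound inhibition, cut at about 44% in these data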; note: inactives centre near -24
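System: Saccharomyces cerevisiae DeaD strain BB579, replicative lifespan model yeast. Buffer or medium: restrictive glucose-based CSMM-D medium. Doses: one dose, 10 µM compound with 0.25% DMSO. Timing: 4 h preincubation and 48 h exposure at 30 °C. Detection: turbidity as optical density at 615 nm. Benchmarks: amphotericin B 10 µg/mL, positive.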
Measles CPE – protection of cells from measles virus; hit rate 1.5% among 140,000; protection (pct of control), % at 4 µM; Measles virus-infected cells, CPE protection, absorbance; in the data active = protection mostly above about 24%, no sharp cut-off; inactive = mostly below about 26%; note: some compounds called inactive have numbers as strong as hits
GALR2 antag – GALR2 (human) receptor antagonism; O43603; GALR2-expressing cells, antagonist mode; inhibition, % at 4 µM; hit rate 0.39% among 140,000; AID 828; in the data active = inhibition above about 27%;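 note: cells stimulated with galanin 1-16 at roughly its EC80; 0% = agonist challenge control and 100% = basal control without agonist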
Target sequence (O43603 whole entry, looked up): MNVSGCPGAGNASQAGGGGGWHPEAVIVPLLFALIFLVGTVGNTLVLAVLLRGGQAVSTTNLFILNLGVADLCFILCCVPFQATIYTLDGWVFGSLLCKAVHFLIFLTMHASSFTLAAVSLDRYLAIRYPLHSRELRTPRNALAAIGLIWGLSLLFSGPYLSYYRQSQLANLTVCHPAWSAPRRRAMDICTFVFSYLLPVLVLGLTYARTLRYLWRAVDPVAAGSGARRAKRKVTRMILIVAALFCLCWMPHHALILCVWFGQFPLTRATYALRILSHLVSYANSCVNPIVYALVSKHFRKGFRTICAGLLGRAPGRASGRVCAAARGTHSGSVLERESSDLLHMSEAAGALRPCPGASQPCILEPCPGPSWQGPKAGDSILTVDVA
MRP-1 activ – activates MRP-1 | H69AR cells + doxorubicin, viability rescue, CellTiter-Glo | viability increase, % at 10 µM | hit rate 0.61% among 140,000;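 active = viability gain under doxorubicin at or above a set limit, the compound median plus 3 SD, cut at about 4.7% in these data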;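 note: MRP-1 overexpressing cells given doxorubicin 25 µM after compound pretreatment; 18-22 h compound pretreatment then 72 h with doxorubicin before readout; 0% = doxorubicin-only wells and 100% = vehicle-treated cells without doxorubicin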
Phagocytosis inh – inhibitors of macrophage phagocytosis | J774A.1 macrophage IgG-bead phagocytosis, imaging | inhibition, % at 5 µM | hit rate 0.07% among 110,000 | AID 1029;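 active = inhibition above the mean of the plate negative controls plus 5 SD, cut at about 13% in these data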;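 note: phagocytic index as fraction of beads internalized from green versus red external bead signal; plate controls were DMSO negative control for no effect and cytochalasin-D positive control for full effect; some results beyond the cut were filed as inactive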
HCT116 bCat-KO – beta-catenin-lacking colon tumor cell growth suppression. HCT116 beta-catenin knockout viability, CellTiter-Glo, 60 h; hits give low values. viability, % at 10 µM. hit rate 1.5% among 140,000;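 active = viability at or under a set limit, the compound median less 4 SD, cut at about 6% in these data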;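 note: 0% = Hyamine 1622 control at 20 µM and 100% = untreated cell control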
Starred values were filed as active, the others as inactive; x = no result given. Not a hit list; overall some 6.3% were active at least once.

Values run as follows: Yeast lifespan up	HCT116 PTEN-null	E-sel TNF inh	NPY-Y2 antag	Yeast growth inh	Measles CPE	GALR2 antag	MRP-1 activ	Phagocytosis inh	HCT116 bCat-KO
- Cc1ccc(-c2noc(CCC(=O)NCc3ccco3)n2)cc1
    -8	109	4	3	-10	6	6	-1.3	0	93
- CCOc1cc(/C=C2\C(=O)N(Cc3ccc(C)cc3)C(C)=C2C(=O)OC)ccc1O
    -11	71	18	-1	-42	14	-3	-4.6	x	61
- CC(C)=C1C2C=CC1C1C(=O)N(c3ccc4c(c3)OCO4)C(=O)C21 (centres undefined)
    x	98	-25	2	-23	5	-13	-0.1	x	95
- CCCCNC(=O)CCC(=O)Nc1ncc(-c2ccc(C)cc2)n1C
    18	102	-37	1	-87	15	-6	-1.5	-1	95
- O=C(CSc1ccc2nnc(-c3ccc(Cl)cc3)n2n1)N1CCc2ccccc21
    -7	87	2	7	-1	2	-8	-2.1	0	93
- CCc1ccc(C(=O)COC(=O)C(Cc2ccccc2)NC(=O)c2ccc(Cl)cc2)cc1 (centres undefined)
    -18	94	24	1	-59	45*	-1	-1.0	2	100
- Cc1cccc(NC(=O)Nc2ccc3c(c2)N(C)C(=O)CS3)n1
    -10	78	x	1	2	2	-14	1.4	0	91
- CC(C)OC(=O)CSc1nnc(-c2ccc(Cl)cc2Cl)o1
    -26	97	12	8	-19	3	8	-0.8	-2	94
- O=C(CSc1nc2ccccc2c(=O)n1Cc1ccc(F)cc1)NCc1cccs1
    -2	73	-14	12	-22	4	9	-3.1	-5	77
- CC(=O)c1sc(Nc2nc3ccc(F)cc3s2)nc1C
    -21	50	17	-5	-18	6	2	-3.8	-3	50
- COc1ccc(S(=O)(=O)N2CCOCC2)cc1NC(=O)CO/N=C/c1ccccc1OC(F)F
    0	89	x	-1	-21	6	8	-0.6	x	93
- CCCCCn1c(SCCc2ccccc2)nc2c1c(=O)[nH]c(=O)n2C
    -14	92	14	2	-47	6	-6	0.4	2	87
- CCOc1cc(C2NC(=O)NC(c3ccccc3)=C2C(C)=O)ccc1OCC(N)=O (centres undefined)
    -21	89	x	3	-30	7	5	-1.9	x	87
- COc1nc(OC)nc(N2CCC(C(=O)NCc3cccs3)CC2)n1
    -2	109	-10	1	-32	0	-7	-0.8	1	99
- CCOC(=O)/C(N=Nc1c(C)n(C)n(-c2ccccc2)c1=O)=C(\C)O
    -4	106	x	4	2	24	-6	-2.5	-2	105
- CCOC(=O)c1ccc(C(=O)OCC)c(NC(=S)Nc2ccc([N+](=O)[O-])cc2OC)c1
    -8	97	21	4	-9	24	0	3.0	-6	101
- CC(C)c1nc2ccc(NC(=O)C3CCCCC3)cc2[nH]1
    x	94	x	2	-26	23	-2	1.1	x	94
- Cc1ccccc1OCC(=O)N/N=C/c1ccc2c(c1)OCCO2
    -8	82	x	9	-15	10	-4	-2.5	-10	92
- CCOC(=O)C1=C(C)N(C)C(C)=C(C(=O)OCC)C1c1ccccc1
    x	89	8	10	-26	6	15	0.2	x	78
- O=S(=O)(NCCc1ccccn1)c1ccc(F)c(F)c1
    -8	102	-24	0	-35	5	5	-0.7	0	91
- OCC(Cc1ccccc1)NCc1ccccc1C(F)(F)F (centres undefined)
    11	97	x	2	-10	3	6	-2.7	-3	97
- O=C(CSc1nnc2scc(-c3ccccc3)n12)NCC1CCCO1 (centres undefined)
    -3	107	-4	2	-13	3	2	-2.4	0	97
- CC(NC(=O)c1ccco1)C(=O)Nc1nc(-c2ccccn2)cs1 (centres undefined)
    -1	68	-28	4	-58	x	-3	-0.3	1	59
- N#CCCn1c(SCC(=O)NCc2ccco2)nc2ccccc21
    -13	88	-5	1	-41	5	0	-2.4	0	91
- Cc1nn(C(=O)c2cccnc2)c(C)c1Sc1ccc(Br)cc1
    -18	98	-27	4	-6	7	-4	-4.6	0	85
- CC(C)(C)c1cc(CN2CCCCC2)cc(C(C)(C)C)c1O
    -1	85	4	5	-21	6	-3	-3.1	0	88
- O=C(Nc1cccn2ncnc12)c1ccccc1
    -13	85	-33	4	-27	13	-2	-0.4	x	91
- COCCCN1C(=O)C(=O)/C(=C(/O)c2ccccc2)C1c1ccc(N(C)C)cc1 (centres undefined)
    -6	97	25	-1	-25	28	-6	-2.7	-3	98
- Cn1c(=O)c2c(nc(Oc3ccc(-c4ccccc4)cc3)n2C)n(C)c1=O
    -1	107	10	5	-61	0	7	0.5	-1	104
- Cc1nnsc1C(=O)NNS(=O)(=O)c1ccccc1
    -21	92	22	1	-47	35	3	-1.4	x	90
- O=C(CSCc1ccc(Br)cc1)N1CCOCC1
    2	88	-3	4	-29	4	1	1.4	8	91
- COc1cccc(N/C(C)=C/C(=O)c2ccc(Br)cc2)c1
    -6	70	8	6	-35	6	9	-0.3	-4	70
- COc1ccc(-c2nn3c(-c4ccc(F)cc4)nnc3s2)cc1
    -8	94	7	3	-14	2	-21	-2.1	-1	96
- Cc1ccc(S(=O)(=O)CC(C)N2CCN(C3CCCCC3)CC2)cc1 (centres undefined)
    x	89	-9	11	-44	6	-1	-4.8	x	92
- Cc1ccc(C2=NN(CCC(=O)NCCC(C)C)C(=O)CC2)cc1
    -4	93	-12	2	-7	3	1	-3.0	-10	93
- NC(N)=N/N=C/c1cc([N+](=O)[O-])ccc1O
    1	101	x	0	24	5	-2	0.9	-8	92
- Cn1cnnc1SCC(=O)c1c[nH]c2ccccc12
    -13	85	-32	3	-42	12	21	-1.9	-1	87
- CCOCCCN(C(=O)c1ccco1)C(C(=O)NC1CCCC1)c1cccc(OC)c1OC (centres undefined)
    -8	101	-11	-2	-81	14	-8	-1.6	-1	80
- O=S(=O)(NCCc1csc(-c2ccc(C(F)(F)F)cc2)n1)c1ccc2c(c1)OCCO2
    0	84	3	4	-22	2	-2	-2.7	0	76
- C/C(=N/NC(=O)c1cc(-c2cccc([N+](=O)[O-])c2)n[nH]1)c1ccc(Cl)cc1
    3	96	18	-1	-9	10	-9	1.3	-1	91
- COc1ccc(CN2CCCCC2C)c(C)c1C (centres undefined)
    5	102	x	1	-27	3	0	-1.2	0	89
- O=C(COC(=O)c1cccc(NC(=O)c2ccco2)c1)c1ccc(Br)cc1
    -7	94	-38	3	-34	2	-6	1.7	-1	94
- Cc1ccc(SCC(=O)NC(=O)NCc2ccco2)c(C)c1
    -3	101	76*	4	-49	22	-9	-4.2	1	102
- CCn1c(CCNC(=O)c2ccccc2Cl)n[nH]c1=S
    -6	99	3	3	-20	15	8	-1.9	0	101
- COc1ccc(OC)c(C(c2nnnn2Cc2ccccc2)N2CCC(C(N)=O)CC2)c1 (centres undefined)
    -6	97	-12	1	-37	14	-4	-0.4	1	96
- CCC(=O)c1cc2c(C)cc(=O)oc2c(C)c1OC(C)=O
    -2	92	x	1	-6	21	2	-0.4	-1	77
- CC(C)Cn1c(-c2ccc(Br)o2)n[nH]c1=S
    4	94	x	10	-27	16	10	-3.3	-2	105
- O=C(COc1ccc2c(-c3ccccc3)cc(=O)oc2c1)NCc1cccs1
    -1	94	x	8	-32	10	-2	-0.4	-4	85
- CNC(=O)COc1ccc(C=O)cc1OC
    -2	104	9	-1	-31	3	3	-1.4	-7	100
- CCCCC(=O)Nc1ccc(Br)cc1C(=O)O
    -6	97	-5	13	-16	55*	8	-1.8	-1	106
- CCCCCCCc1nc2c(=O)n(C)c3ccccc3c2o1
    -1	90	-2	2	-11	5	-7	-0.9	-1	93
- C/C(=N\NC(=O)c1cc2ccccc2cc1O)c1ccc2c(c1)OCO2
    -8	63	13	2	-4	17	3	-1.1	0	45
- COc1cccc(-n2nnnc2SCC(=O)Nc2ccc3c(c2)OCCO3)c1
    -17	86	-25	3	-47	2	6	-1.0	0	88
- COCCNC(=O)c1ccc(CN2CCc3ccccc3C2)cc1
    1	93	3	0	-10	6	-5	-1.3	0	83
- Cc1cc(C)cc(N(CC(=O)N2CCN(Cc3ccccc3)CC2)S(=O)(=O)c2c(C)noc2C)c1
    -6	88	5	0	-14	4	2	-2.8	1	92
- O=C(CCC(=O)Nc1ccccc1)NCCO
    x	99	-15	3	-29	8	-8	2.9	x	101
- CCOC(=O)N1CCN(c2c(N3CCc4ccccc43)c(=O)c2=O)CC1
    -5	107	x	2	-16	10	6	-2.0	1	92
- COc1ccc(CN2CC(C(=O)NCCc3ccccc3)CC2=O)cc1 (centres undefined)
    -12	95	-23	0	5	10	-3	1.7	1	105
- OC(c1cccc(OCc2ccccc2)c1)c1nnc(-c2ccccc2)o1 (centres undefined)
    -4	87	x	13	-47	2	-4	0.0	0	97
- CC(=O)Nc1cccc(-c2nnc3n2CC(C)S3)c1 (centres undefined)
    0	103	-5	4	-39	10	-2	-1.5	-1	98

Further compounds.
Values run as follows: Yeast lifespan up	HCT116 PTEN-null	E-sel TNF inh	NPY-Y2 antag	Yeast growth inh	Measles CPE	GALR2 antag	MRP-1 activ	Phagocytosis inh	HCT116 bCat-KO
- O=C(CC(c1ccccc1)c1ccccc1)Nc1ncn[nH]1
    -4	114	4	6	-50	2	-4	0.0	0	104
- COc1cc2c(=O)n(Cc3ccccc3)c(=O)n(CC(=O)NCc3ccco3)c2cc1OC
    1	98	17	0	-25	8	-11	-3.1	-1	88
- CCn1cc(C(=O)N2CCCC2)c(=O)c2cc(S(=O)(=O)N3CCOCC3)ccc21
    -14	96	6	1	3	8	1	-2.5	-1	82
- CCCCN(C)C(=O)C(Cc1ccccc1)NS(=O)(=O)c1ccc2c(c1)c(=O)n(C)c(=O)n2C (centres undefined)
    -5	65	-8	3	-3	14	0	-3.6	0	50
- Nc1c2c(nc3ccccc13)CCC2
    -2	87	-5	1	-18	46	-3	-1.5	x	82
- Cc1onc(-c2c(F)cccc2Cl)c1C(=O)NCCCN1CCOCC1
    -11	99	3	2	-62	6	-4	-0.5	-1	100
- O=C(COC(=O)CCc1ccccc1)Nc1ncc(Cl)cc1Cl
    -6	101	-3	3	-5	10	4	-0.9	0	102
- CCOc1ccc(C(=O)Nc2cccc(-c3nc4ccccc4[nH]3)c2C)cc1[N+](=O)[O-]
    -2	92	x	-1	-2	8	9	-2.9	x	84
- CCOC(=O)CC(=O)CSc1ncnc2c1oc1ccccc12
    -21	102	-5	4	-37	17	-9	-0.1	1	95
- CCOC(=O)c1nnsc1NC(C)=O
    -4	93	x	3	-49	15	1	-0.1	0	94
- Cc1sc2ncn(CC(=O)NCCCC(=O)N3CCN(c4ccccn4)CC3)c(=O)c2c1C
    4	90	x	-3	-51	15	-8	-1.4	x	95
- COc1cc(NC(=O)c2ccc(Cl)cc2)c(OC)cc1Cl
    -8	76	6	15	-23	6	9	-2.0	0	89
- CCCN(CC(=O)Nc1ccccc1C)C(=O)/C=C/c1cccs1
    0	87	x	7	-53	23	14	-1.6	-4	98
- CCN(C(N)=S)c1ccccc1
    -14	96	-50	1	-41	4	9	-1.1	-4	100
